Bioassay records as filed in PubChem.
RORg inh: qHTS for inhibitors of ROR gamma transcriptional activity; Drosophila S2 Gal4-RORgamma UAS-luciferase reporter, 20 h; Potency, µM (titrated, usually from 53.6 µM), without a hit: top-dose activity change, negative = inhibition, usual class: inhibitors; 310,000 tested, 5.4% active; note: % is set by controls: 0 for no effect and ±100 for the full control effect; nearly all actives have a fitted effect of over 60% in size
Target sequence (P51450 whole entry, looked up, the tested form may be a part): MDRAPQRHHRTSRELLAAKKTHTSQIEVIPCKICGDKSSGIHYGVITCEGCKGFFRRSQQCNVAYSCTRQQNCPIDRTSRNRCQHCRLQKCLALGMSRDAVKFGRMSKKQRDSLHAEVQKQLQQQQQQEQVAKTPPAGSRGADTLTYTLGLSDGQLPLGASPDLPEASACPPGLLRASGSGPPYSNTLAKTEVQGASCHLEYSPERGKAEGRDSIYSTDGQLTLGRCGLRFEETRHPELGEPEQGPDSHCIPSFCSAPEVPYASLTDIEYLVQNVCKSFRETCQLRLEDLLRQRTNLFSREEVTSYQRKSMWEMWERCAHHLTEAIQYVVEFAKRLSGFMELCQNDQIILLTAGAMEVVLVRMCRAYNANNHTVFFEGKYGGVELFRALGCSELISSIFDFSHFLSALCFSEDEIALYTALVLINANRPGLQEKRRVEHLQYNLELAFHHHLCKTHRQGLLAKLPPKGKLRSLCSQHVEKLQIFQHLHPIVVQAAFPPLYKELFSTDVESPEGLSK
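Read-out: Photinus luciferase luminescence; inhibitors lower reporter signal. Insect Schneider cells with Gal4-ROR gamma fusion under metallothionein promoter, UAS reporter; 700 uM final copper sulfate induction, 20 hr, ambient temperature.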
MBNL1 CUG block: qHTS Assay for Inhibitors of MBNL1-poly(CUG) RNA binding | 280,000 tested, 0.036% active | AID 2675, 2010 | TR-FRET MBNL1-His/biotin-(CUG)12 binding, 665/545 ratio | Potency, µM (doses to about 57.5 µM), inactives show at the highest dose activity change, negative = inhibition, usual class: inhibitors; active = well fitted inhibition curve with a large enough effect in the signal ratio, with a control signal flat, not every such curve was filed as active; inconclusive = small, poorly fitted or top-dose-only effect, or effect the other way, or a change in a side signal; inactive = no such curve, though single readings can be large or run the other way; the % refers to the signal ratio; note: % is set by controls: 0 for no effect and ±100 for the full control effect
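Inhibition of protein-RNA binding appears as loss of TR-FRET between terbium anti-His antibody on MBNL1-His and streptavidin-XL665 on biotin-(CUG)12. Activity is normalized to buffer-only and uninhibited-complex controls.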
VP16 counter: VP16 counterscreen qHTS for inhibitors of ROR gamma transcriptional activity; Drosophila S2 Gal4-VP16 UAS-luciferase, luminescence, 20 h; 310,000 tested, 3.5% active; Potency, µM (titrated, usually from 53.6 µM), for inactives: at the highest dose activity, negative = inhibition, usual class: inhibitors; AID 2546, 2010;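 note: Gal4-VP16 expression switched on by copper sulfate through the metallothionein promoter; % is set by controls: 0 for no effect and ±100 for the full control effect; nearly all actives have a fitted effect of over 50% in size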
NPC1 prom act: qHTS Assay for NPC1 Promoter Activators | 320,000 tested, 2.4% active | AID 485313, 2010 | Potency, µM (series often up to 9.22 µM), without a hit: at the top dose activation, usual class: activators | Huh7 NPC1 promoter luciferase reporter, 24 h;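 note: % of control where 0% means no effect; nearly all actives have a fitted effect of over 60% in size; reporter is driven by a mutant NPC1 promoter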
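Cells: Huh7 expressing luciferase under the NPC1 promoter, 1500/well. Seeded 2 h, compound added, incubated 24 h at 37 °C. Luciferase reagent, 10 min ambient, then luminescence.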
Rab9 prom act: qHTS Assay for Rab9 Promoter Activators | Huh7 Rab9 promoter-luciferase reporter, luminescence, 24 h | Potency, µM (highest dose often 9.22 µM), inactives show top-dose activation, negative = inhibition, hits mostly activators | 320,000 tested, 2.8% active | AID 485297, 2010; note: % of control where 0% means no effect; nearly all actives have a fitted effect of over 60% in size
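Huh7 reporter line, Rab9 promoter upstream of luciferase. Compound exposure 24 h at 37 °C in reduced-serum medium with 10% FBS. Read-out: luminescence.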
uPA generation: qHTS for Inhibitors of Cell Surface uPA Generation | cell surface uPA generation assay, qHTS | Potency, µM (doses to about 38.3 µM), for inactives: at the highest dose activity change, negative = inhibition, usual class: inhibitors | 330,000 tested, 0.31% active | AID 540303, 2011; active = well fitted inhibition curve with a large enough effect; inconclusive = small, poorly fitted or top-dose-only effect; inactive = no such curve, though single readings can be large or run the other way; tested in mouse RAW 264.7 cells; note: % is set by controls: 0 for no effect and ±100 for the full control effect; nearly all actives have a fitted effect of over 55% in size
ELG1 genotox: qHTS screen for small molecules that induce genotoxicity in human embryonic kidney (HEK293T) cells expressing luciferase-tagged ELG1. HEK293T ELG1-luciferase reporter, luminescence, 16 h. Potency, µM (series often up to 46 µM), inactives show at the top dose activity change, positive = activation, most hits filed as activators. 330,000 tested, 1.3% active. AID 504466, 2011; note: % of control where 0% means no effect; nearly all actives have a fitted effect of over 60% in size
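Step 1: seed 2,000 HEK293T ELG1-luciferase cells per well. Step 2: add compound or DMSO, incubate 16 hr at 37 °C. Step 3: ONE-Glo, 30 min at room temperature, read luminescence.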
MLL CXXC-DNA inh: qHTS Fluorescence Polarization Assay for Inhibitors of MLL CXXC domain - DNA interaction | Histone-lysine N-methyltransferase 2A (Homo sapiens), Q03164 | MLL-CXXC / FITC-HOXA9 DNA fluorescence polarization | Potency, µM (doses to about 115 µM), inactives show at the top dose activity change, negative = inhibition, most hits filed as inhibitors | 290,000 tested, 0.037% active | AID 2662, 2010; active = well fitted inhibition curve with a large enough effect in the polarisation, with a control signal flat, not every such curve was filed as active; inconclusive = small, poorly fitted or top-dose-only effect, or effect the other way, or a change in a side signal; inactive = no such curve, though single readings can be large or run the other way; the % refers to the polarisation
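Steps: dispense CXXC domain solution (7 uM) → pin compounds or unlabeled HOX-A9 DNA control → 5 min ambient → add FLSN-HOX-A9 solution (50 nM) → spin → 30 min ambient → fluorescence polarization. Tris pH 7.5/NaCl/DTT/BSA buffer.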
p53 reactivation: qHTS assay for re-activators of p53 using a Luc reporter | 320,000 tested, 0.063% active | AID 504706, 2011 | H1299 p53-A138V BP100-luciferase reporter, luminescence, 24 h | Potency, µM (series often up to 92.2 µM), without a hit: at the highest dose activity change, positive = activation, hits mostly activators; note: % of control where 0% means no effect; nearly all actives have a fitted effect of over 45% in size
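H1299 (p53-null), stable ts p53-A138V + BP100-Luc; 1000 cells/well, Opti-MEM/10% FBS; cpd 4 pt, 1:5; 24 h, 37 deg C, 5% CO2; detection reagent 10 min RT; luminescence.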
BRCA1 expr act: qHTS Assay to Identify Small Molecule Activators of BRCA1 Expression; 380,000 tested, 1.1% active; Potency, µM (top dose mostly 46.1 µM), for inactives: at the top dose activation, actives largely listed as activators; MCF7-BRCA1-FFLuc reporter, luminescence, 48 h; response scale: scaled: vehicle 0%, 10 µM genistein 100%; AID 624202, 2012; note: nearly all actives have a fitted effect of over 80% in size; some results filed as inactive show a strong effect at the top dose
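Quantitative HTS in MCF7 cells stably reporting BRCA1 expression via firefly luciferase. Compound treatment lasts 48 h at 37 °C in phenol-red free MEM. Activation is expressed relative to genistein at 10 microM and DMSO.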
FLuc counter: qHTS profiling assay for firefly luciferase inhibitor/activator using purifed enzyme and Km concentrations of substrates (counterscreen for miR-21 project); Luciferin 4-monooxygenase (Photinus pyralis), P08659; purified FLuc, Km substrates, luminescence inhibition; Potency, µM (doses to about 57.5 µM), without a hit: top-dose activity change, negative = inhibition, hits mostly inhibitors; 360,000 tested, 6.9% active; AID 588342, 2011;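 note: plate controls were vehicle for no effect and reference inhibitor for full effect; nearly all actives have a fitted effect of over 55% in size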
Target sequence (P08659 whole entry, looked up): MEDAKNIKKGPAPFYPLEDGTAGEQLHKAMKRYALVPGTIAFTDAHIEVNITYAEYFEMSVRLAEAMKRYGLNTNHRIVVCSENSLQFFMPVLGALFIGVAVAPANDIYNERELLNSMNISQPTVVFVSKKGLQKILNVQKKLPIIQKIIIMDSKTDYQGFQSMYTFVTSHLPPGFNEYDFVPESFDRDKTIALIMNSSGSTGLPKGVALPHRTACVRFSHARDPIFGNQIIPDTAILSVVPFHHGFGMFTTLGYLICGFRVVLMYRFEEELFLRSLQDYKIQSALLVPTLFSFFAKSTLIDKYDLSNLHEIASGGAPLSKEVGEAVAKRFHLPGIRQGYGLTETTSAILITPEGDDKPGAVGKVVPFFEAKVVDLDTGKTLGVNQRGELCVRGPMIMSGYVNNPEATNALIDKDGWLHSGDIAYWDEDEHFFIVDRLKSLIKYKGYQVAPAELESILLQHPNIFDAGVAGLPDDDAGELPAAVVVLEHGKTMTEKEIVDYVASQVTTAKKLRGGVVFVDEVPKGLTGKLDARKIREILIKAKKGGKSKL
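Purified P. pyralis luciferase (10nM final) with 10uM D-luciferin and 10uM ATP (Km levels) in 50mM Tris acetate pH 7.5, 10mM Mg acetate, 0.01% Tween-20, 0.05% BSA; qHTS 6-point titration, ~60 µM downward; luminescence read.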
* = called active by the depositor; ? = inconclusive; nt = not tested or not shown; [ ] = remark or other dose. Unless noted, calls come from the whole dose curve; as a rule, active = well fitted curve in the direction sought with a large enough effect; inconclusive = small, poorly fitted or top-dose-only effect, or another doubt; inactive = no such curve, though single readings can be large; an effect the other way counts as inactive or inconclusive. Potency is the fitted concentration of half-maximal effect.

nr	SMILES	RORg inh	MBNL1 CUG block	VP16 counter	NPC1 prom act	Rab9 prom act	uPA generation
1	CCOc1cc(S(=O)(=O)Nc2ccc(Cl)cn2)ccc1Cl	26%	-3%	7%	0%	4%	4%
2	CC1CN(Cc2nc3c(c(=O)[nH]c(=O)n3C)n2CC(N)=O)CC(C)O1 (stereo not given)	16%	-1%	-11%	0%	-1%	1%
3	CN(CCOc1ccc(Cl)cc1)C(=O)Cc1ccc(S(=O)(=O)N2CCOCC2)s1	nt	nt	nt	-3%	-7%	-3%
4	Cc1ccc(C(=O)NC(=S)N2CCN(c3ccccc3F)CC2)cc1	0.89µM*	6%[11.5 µM]	2.8µM*	-10%	-1%	-5%
5	Cc1cc2nc3n(c2cc1C)CC1CC(C(=O)NCC2CC2)N(C)C31 (stereo not given)	-3%	-8%	-4%	-3%	-8%	-4%
6	COc1ccc(-c2nn(-c3ccccc3)cc2/C=N/O)cc1OC	1µM*	-4%	1.8µM*	20%	1%	-3%
7	O=C(NCc1ccccn1)c1ccc(Cl)c(S(=O)(=O)N2CCOCC2)c1	7%	-3%	-5%	-4%	5%	-4%
8	COc1ccc(CCCC(=O)N/N=C/c2ccccc2OC)cc1	-43%	6%	2%	3%	-3%	6%
9	O=C(CNC(=O)c1ccc(-c2ccccc2)cc1)OCc1ccc(Br)cc1	-35%	-7%	-4%	16%	28%	-4%
10	O=C(NC1CCCCC1)c1cc([N+](=O)[O-])ccc1N1CCCCC1	9%	?	-7%	-1%	1%	-6%
11	CCSc1cc(C)nc2c(-c3ccccc3)cnn12	-15%	nt	-6%	-6%	-4%	-23%
12	Cc1nnc(NS(=O)(=O)c2ccc(Br)cc2)s1	-10%	2%	2%	-1%	1%	-4%
13	COC(=O)Cn1nc(C)c2ccccc2c1=O	15%	-9%	7%	-2%	-6%	2%
14	CCCCn1c(=O)c(CCC(=O)OCC(=O)NC(=O)NCCOC)nc2ccccc21	2%	nt	1%	-2%	-7%	-1%
15	COc1cc(OC)c(C(=O)OCC(=O)NCCC2=CCCCC2)cc1OC	nt	nt	nt	1%	0%	0%

nr	ELG1 genotox	MLL CXXC-DNA inh	p53 reactivation	BRCA1 expr act	FLuc counter
1	3%	6%	13%	-7%	-1%
2	3%	-3%	4%	-7%	-1%
3	-7%	nt	-12%	-1%	0%
4	0%	0%	21%	-18%	-12%
5	0%	6%	12%	11%	-5%
6	-6%	12%	-9%	-64%	?
7	-1%	?	-16%	35%	3%
8	1%	-1%	1%	-36%	-16%
9	11%	2%	?	70%	21µM*
10	-1%	9%	-5%	-43%	-2%
11	9.2µM*	2%	12%	-13%	3µM*
12	-2%	-16%	-4%	10%	1%
13	1%	-5%	18%	33%	1%
14	1%	4%	0%	-31%	5%
15	-2%	nt	1%	-6%	2%

The list goes on; it opens with the two that closed the last part.
nr	SMILES	RORg inh	MBNL1 CUG block	VP16 counter	NPC1 prom act	Rab9 prom act	uPA generation
14	CCCCn1c(=O)c(CCC(=O)OCC(=O)NC(=O)NCCOC)nc2ccccc21	2%	nt	1%	-2%	-7%	-1%
15	COc1cc(OC)c(C(=O)OCC(=O)NCCC2=CCCCC2)cc1OC	nt	nt	nt	1%	0%	0%
16	CCn1c(CCNC(=O)c2ccc(OC)c(OC)c2)nc2ccccc21	21%	-8%	8%	-2%	1%	1%
17	CCCN(CC(=O)Nc1ccccc1C)C(=O)c1ccc(OCc2c(C)noc2C)cc1	nt	nt	nt	-1%	-1%	-2%
18	COc1ccc(CNC2CCCCC2)cc1	-10%	-1%	5%	1%	-3%	nt
19	COC(=O)Nc1ccccc1C(=O)N1CCC(O)(c2ccc(Cl)cc2)CC1	17%	-8%	-2%	2%	-3%	0%
20	CCN1CCN(C(=S)Nc2cc(S(=O)(=O)N(CC)CC)ccc2C)CC1	2%	-5%	-1%	-4%	-2%	-10%
21	COC(=O)C1=C(C(=O)OC)[C@@H]2N(Cc3ccccc3)c3ccccc3[C@@]23C[C@@H](C(=O)OC)N(C(=O)COCc2ccccc2)C3=N1	?	-9%	?	-10%	-5%	?
22	Cc1ccccc1OCC(=O)NS(=O)(=O)c1ccc(Cl)cc1	8%	-12%	3%	5%	-4%	-5%
23	COc1ccc(N2CCN(C(=O)CSc3nnc(C)c(=O)[nH]3)CC2)cc1	-9%	9%	0%	-1%	3%	-2%
24	O=C(c1nc2ccccn2c1CN1CCCC(c2nc3ccccc3o2)C1)N1CCCC1 (stereo not given)	-1%	-8%	0%	-4%	2%	0%
25	O=C(Nc1ccccn1)c1ccco1	6%	6%	3%	?	?	4%
26	CCCS(=O)(=O)N1CCC(C(=O)NCCCOC(C)C)CC1	5%	10%	-7%	1%	-4%	-3%
27	O=c1sc(N2CCN(c3ccc(F)cc3)CC2)nc2ccsc12	36%	423%[activator]	7%	?	?	11%
28	CCCCCn1cnc2c(sc3nc4c(cc32)CSC(C)(C)C4)c1=O	?	-12%	-14%	3.5µM*	3.2µM*	5%
29	Nc1c(-c2ccccc2)cnn1-c1cccc([N+](=O)[O-])c1	?	?	1%	?	?	-3%
30	CSCc1ccc(C(=O)NC(C)c2ccc(-n3ccnc3)cc2)cc1 (stereo not given)	?	-5%	29%	2%	5%	2%

nr	ELG1 genotox	MLL CXXC-DNA inh	p53 reactivation	BRCA1 expr act	FLuc counter
14	1%	4%	0%	-31%	5%
15	-2%	nt	1%	-6%	2%
16	-6%	-4%	-8%	-4%	2%
17	1%	nt	1%	-16%	-1%
18	-2%	4%	4%	5%	1%[2.3 µM]
19	-2%	0%	-6%	-13%	0%
20	-11%	-1%	2%	-10%	1%
21	-7%	6%	-3%	0%	-1%
22	-13%	-11%	-19%	0%	2%
23	-6%	0%	5%	15%	3%
24	-10%	-4%	-4%	-14%	4%
25	9%	-1%	6%	?	?
26	3%	8%	-12%	-11%	9%
27	?	13%	?	73%	8.5µM*
28	?	-4%	?	2.2µM*	3.8µM*
29	?	-1%	-2%	81%	15µM*
30	2%	5%	-5%	27%	-15%

Additional results
nr	SMILES	RORg inh	MBNL1 CUG block	VP16 counter	NPC1 prom act	Rab9 prom act	uPA generation
31	COc1ccc(NC(=O)c2oc3ccccc3c2NC(=O)C2CCCO2)cc1OC (stereo not given)	13%	nt	-21%	24%	?	-5%
32	O=C(N/N=C/c1ccc([N+](=O)[O-])cc1)c1ccccc1OCc1ccccc1	11%	?	-8%	-4%	14%	-3%
33	O=C(Nc1ccc(F)c(F)c1)C1CCCN(S(=O)(=O)c2cnc[nH]2)C1 (stereo not given)	22%	-4%	11%	-1%	1%	7%
34	CC(=O)C(C(C)=O)C(c1ccccc1)c1nc2ccccc2[nH]c1=O (stereo not given)	6%	1%	-1%	2%	-3%	4%
35	CC1CN(c2ccc([N+](=O)[O-])c(NCCOc3ccccc3)c2)CCN1 (stereo not given)	-3%	?	-4%	-2%	0%	0%

nr	ELG1 genotox	MLL CXXC-DNA inh	p53 reactivation	BRCA1 expr act	FLuc counter
31	0%	2%	-1%	?	?
32	6%	?	22%	-26%	?
33	-2%	0%	13%	-5%	-1%
34	1%	1%	0%	-1%	0%
35	-2%	6%	-3%	-35%	2%

Not all compounds are listed, so the mix of outcomes need not match the whole.
